High-throughput results: PubChem BioAssay, The Scripps Research Institute Molecular Screening Center
TEAD-YAP block: TEAD-YAP interaction inhibition. inhibition, % at 9.12 µM. AID 1259422. HEK-TIYL cells, TEAD-Gal4/YAP UAS-luciferase luminescence. 640,000 tested, 1.4% active; in the data active = inhibition above about 32%;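 also: 0% = median of test compound wells and 100% = reference inhibitor wells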
FBW7 activator: human FBW7 E3 ligase activation, primary screen. Q969H0. AlphaScreen FBW7–phospho-cyclin E peptide binding, activator screen. normalized activity (activation), % at 26.1 µM. 650,000 tested, 0.13% active; in the data active = normalized activity above about 1.9%;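 also: purified mutant Fbw7 with reduced substrate affinity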
Target sequence (Q969H0 whole entry, looked up): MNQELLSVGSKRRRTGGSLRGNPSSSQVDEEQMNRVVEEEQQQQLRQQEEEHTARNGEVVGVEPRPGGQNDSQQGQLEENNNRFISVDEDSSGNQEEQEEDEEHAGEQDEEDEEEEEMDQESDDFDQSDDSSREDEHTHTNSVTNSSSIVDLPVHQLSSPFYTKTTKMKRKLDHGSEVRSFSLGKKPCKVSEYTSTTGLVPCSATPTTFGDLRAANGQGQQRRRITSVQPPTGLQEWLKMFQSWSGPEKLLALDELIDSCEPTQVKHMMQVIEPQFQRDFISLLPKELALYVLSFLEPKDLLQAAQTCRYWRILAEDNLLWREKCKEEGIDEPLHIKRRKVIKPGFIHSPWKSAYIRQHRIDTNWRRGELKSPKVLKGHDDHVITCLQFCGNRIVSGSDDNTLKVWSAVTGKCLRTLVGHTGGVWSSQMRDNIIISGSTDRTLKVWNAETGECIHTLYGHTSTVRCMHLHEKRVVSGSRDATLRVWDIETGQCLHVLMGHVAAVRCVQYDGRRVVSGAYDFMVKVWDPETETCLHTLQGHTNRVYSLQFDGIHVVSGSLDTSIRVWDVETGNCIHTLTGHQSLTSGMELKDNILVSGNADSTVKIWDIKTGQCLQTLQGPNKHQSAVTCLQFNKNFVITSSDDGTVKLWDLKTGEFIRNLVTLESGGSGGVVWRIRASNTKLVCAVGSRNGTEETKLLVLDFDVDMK
MITF inh: human MITF inhibition, primary screen. AlphaScreen MITF homodimerization, bead proximity signal. inhibition, % at 2.6 µM. AID 1259374. 650,000 tested, 0.91% active; in the data active = inhibition above about 50%;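 also: 0% = vehicle wells with protein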
GPR151 ag: activators of human GPR151. Q8TDV0. PathHunter beta-arrestin GPR151 cells, luminescence. activation, % at 11.2 µM. 650,000 tested, 1% active. AID 1508602; in the data active = activation above about 4.9%;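 also: 0% = median of compound wells and 100% = cells with positive control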
The depositor's hits bear a star.

SMILES | TEAD-YAP block | FBW7 activator | MITF inh | GPR151 ag
O=C1C(=O)N(c2ccccn2)C(c2cccnc2)/C1=C(\O)c1ccc(Br)cc1 (stereo not given) | 6 | -0.1 | 5 | 0.3
CCSC1=C(C#N)C(c2ccccc2Cl)C2=C(CCCC2=O)N1 (stereo not given) | 8 | -0.1 | -3 | 0.1
Cc1ccc(NC(=O)Nc2cccc(C(F)(F)F)c2)cc1 | -10 | 0.0 | 1 | 0.7
O=C(ONc1cnc2ccccc2c1)c1ccco1 | 31 | 0.2 | 14 | -5.7
COc1ccc(-c2nc3ccccc3c(=O)n2NC(=O)c2ccc(C(C)(C)C)cc2)cc1 | 12 | -0.1 | 1 | 0.3
COc1cccc(/C=N/NC(=O)COc2ccc(C(C)(C)C)cc2)c1OC | 0 | 0.4 | 17 | 0.1
CN(CC(=O)Nc1cccnc1)S(=O)(=O)c1ccc2[nH]c3c(c2c1)CCCC3 | -2 | 0.0 | -1 | 0.5
COc1ccc(F)c(CN2CCOc3ccc(CN4CCC(O)CC4)cc3C2)c1 | 1 | 0.7 | 0 | -0.9
Cc1ccc(N2C(=O)C(=O)/C(=C(/O)c3ccc(Cl)cc3)C2c2ccc(O)cc2)cc1Br (stereo not given) | 11 | 0.1 | 0 | 3.0
CCCc1[nH]nc2c1C(c1ccc(OC(C)C)c(OC)c1)C(C#N)=C(N)O2 (stereo not given) | -4 | -0.1 | 2 | 0.8
COc1ccccc1C(=O)Nc1nc2nccc(-c3ccccc3)n2n1 | 4 | -0.1 | -6 | 3.6
COc1ccc(CC(=O)O/N=C(\N)c2ccccn2)cc1OC | -24 | 0.0 | 2 | 0.3
COc1ccc(/C=C/C(=O)c2cc3cccc(OC)c3oc2=O)cc1OC | 3 | 0.0 | 3 | 0.5
CCC(=O)Nc1ccc(NC(=O)CSc2nnc(-c3ccncc3)n2CC)cc1 | -3 | -0.1 | -9 | 0.0
O=[N+]([O-])c1ccc(N2CCCCC2)cc1NC(c1ccccc1)c1ccccc1 | -9 | 0.8 | 14 | 1.7
Cc1c(C(=O)NCc2ccncc2)oc2ccccc12 | 8 | 0.1 | -12 | -0.2
CCN(CC(=O)O)S(=O)(=O)c1ccc2ccccc2c1 | -9 | 0.1 | -2 | -0.2
NC(=O)c1cc2sccc2nc1C(F)(F)F | 2 | -0.1 | 5 | -0.3
COc1ccc(N2CCN(c3ncnc4c3c(-c3ccccc3)cn4-c3ccc(F)cc3)CC2)cc1 | 2 | 0.9 | 13 | -0.4
CC(C(=O)NC1CCCCC1)N1C(=O)c2cccc3cccc1c23 (stereo not given) | 1 | 0.0 | -2 | 0.0

Exported as tab-separated lines: part of the list above
Structure	TEAD-YAP block	FBW7 activator	MITF inh	GPR151 ag
Cc1ccc(N2C(=O)C(=O)/C(=C(/O)c3ccc(Cl)cc3)C2c2ccc(O)cc2)cc1Br (stereo not given)	11	0.1	0	3.0
CCCc1[nH]nc2c1C(c1ccc(OC(C)C)c(OC)c1)C(C#N)=C(N)O2 (stereo not given)	-4	-0.1	2	0.8
COc1ccccc1C(=O)Nc1nc2nccc(-c3ccccc3)n2n1	4	-0.1	-6	3.6
COc1ccc(CC(=O)O/N=C(\N)c2ccccn2)cc1OC	-24	0.0	2	0.3
COc1ccc(/C=C/C(=O)c2cc3cccc(OC)c3oc2=O)cc1OC	3	0.0	3	0.5
CCC(=O)Nc1ccc(NC(=O)CSc2nnc(-c3ccncc3)n2CC)cc1	-3	-0.1	-9	0.0
O=[N+]([O-])c1ccc(N2CCCCC2)cc1NC(c1ccccc1)c1ccccc1	-9	0.8	14	1.7
Cc1c(C(=O)NCc2ccncc2)oc2ccccc12	8	0.1	-12	-0.2
CCN(CC(=O)O)S(=O)(=O)c1ccc2ccccc2c1	-9	0.1	-2	-0.2
NC(=O)c1cc2sccc2nc1C(F)(F)F	2	-0.1	5	-0.3
COc1ccc(N2CCN(c3ncnc4c3c(-c3ccccc3)cn4-c3ccc(F)cc3)CC2)cc1	2	0.9	13	-0.4
CC(C(=O)NC1CCCCC1)N1C(=O)c2cccc3cccc1c23 (stereo not given)	1	0.0	-2	0.0

(more compounds)
SMILES | TEAD-YAP block | FBW7 activator | MITF inh | GPR151 ag
CCCC(=O)Nc1nnc(-c2ccc(Cl)s2)o1 | -21 | -0.1 | -6 | 1.3
CN(C1CCCCC1)S(=O)(=O)c1ccc(C(=O)Nc2nnc(-c3cccnc3)o2)cc1 | -12 | 0.2 | 21 | -2.3
C/C(=N/NC(=O)c1cc(C(C)C)[nH]n1)c1ccc(N)cc1 | -44 | 0.2 | 5 | 2.9
COc1ccc(-c2nnc(SCC(=O)Nc3cccc(SC)c3)o2)cc1 | -25 | -0.2 | -1 | 0.5
O=C(NCc1cccnc1)c1ccc2nc(Nc3cnccn3)sc2c1 | 0 | 0.0 | 17 | -0.7
CC1(C)CC(=O)C(C=Nc2ccc([N+](=O)[O-])cc2C(=O)O)=C(O)C1 | -2 | -0.1 | -1 | 1.8
Cc1ccc(/C=N/NC(=O)Cn2cnc3c(=O)n(C)c(=O)n(C)c32)cc1[N+](=O)[O-] | 8 | 0.0 | 13 | 0.1
Cc1ccc2c(c1)-c1c(cnn1CC(=O)N1CCN(C)CC1)CO2 | -2 | 0.0 | -6 | 0.8
CN(C)Cc1cc2ccccc2[nH]1 | 6 | 0.0 | 0 | -1.3
CCN(CC)C(=O)CCCCCn1c(=S)[nH]c2ccccc2c1=O | 3 | 0.6 | 12 | 0.3
CC1(C)CC(=O)C2=C(C1)N(c1cccc(Cl)c1Cl)C1=C(C(=O)CC(C)(C)C1)C2c1cccc(F)c1 | 9 | 0.4 | 3 | 1.7
CCn1c(SCC(=O)Nc2ccc(OC)cc2)nc(O)cc1=O | 9 | -0.1 | -4 | -1.7
Cn1cccc1/C=C1\C(=O)NC(=S)N(c2ccc(F)cc2)C1=O | -1 | 0.8 | -5 | -1.0
COC(=O)c1ccccc1NC(=O)c1ccc(N2CC3CC(C2)c2cccc(=O)n2C3)c(NC(=O)c2ccc(OC)cc2)c1 (stereo not given) | 3 | 0.5 | 1 | -0.7
O=C1CCC(C(=O)N2CCc3ccc(NC(=O)c4ccc(C(F)(F)F)cc4)cc3C2)N1 (stereo not given) | -4 | -0.2 | 4 | 1.6
CC(=O)Oc1sc2nc3ccccc3nc2c1N | -10 | 0.1 | 16 | -0.2
CCOc1cc(C2CC(=O)NC(SCc3ccccc3)=C2C#N)ccc1O (stereo not given) | 3 | 0.1 | 4 | 1.9
COc1ccccc1CNC(=O)C(C)NS(=O)(=O)c1ccc(C)cc1 (stereo not given) | 1 | -0.2 | 11 | -0.8
CCN1CCN(Cc2nnnn2Cc2ccc3c(c2)OCO3)CC1 | -10 | 0.0 | 0 | -0.7
Cc1cc(C)cc(NC(=S)N(CCN2CCCCCC2)Cc2cccs2)c1 | 0 | -0.2 | -3 | -0.5
COc1cc(-c2c(C#N)c(N)nc3sc(C(=O)c4ccc([N+](=O)[O-])cc4)c(N)c23)cc(OC)c1OC | -6 | -0.1 | -9 | 0.9
COc1cc(/C=C/c2nc3cc(Cl)ccc3c(=O)n2-c2ccc(F)cc2)cc(OC)c1OC | 4 | 0.3 | 8 | -1.9
Cc1ccc(C(=O)O)cc1NC(=O)CCc1ccccc1 | 5 | 0.9 | 12 | 0.4
CC/C(C)=C1\SC(N2CCN(C(C)=O)CC2)=NC1=O | -2 | 0.1 | 2 | -0.7
Cc1c(NC(=O)COc2ccc(Oc3ccccc3)cc2)c(=O)n(-c2ccccc2)n1C | 6 | -0.2 | 4 | -1.4
C=CCOC(=O)C1=C(C)Nc2ncnn2C1c1cccc(F)c1 (stereo not given) | -8 | 0.0 | 3 | 0.9
CCOc1ccc(N2C(=O)CC(NCCc3ccc(OC)c(OC)c3)C2=O)cc1 (stereo not given) | -1 | -0.1 | 9 | -1.1
CCC(CC)NC(=O)CN1C(=O)C2CC=CCC2C1=O (stereo not given) | 14 | 0.4 | 17 | 0.2
Cc1ccc(S(=O)(=O)N(CC(=O)N2CCOCC2)c2ccc(Cl)c(Cl)c2)cc1 | -6 | 0.0 | -4 | 1.5
COc1ccc(/C=N/NC(=O)c2ccccc2C)cc1 | -19 | 1.0 | 16 | 1.7
COc1ccc(-c2n[nH]c3c2C(c2ccc(F)cc2)NC3=O)cc1 (stereo not given) | 14 | -0.1 | 4 | 1.8
CC1CCc2c(C(=O)Nc3ccccn3)csc2C1 (stereo not given) | -73 | 1.0 | 26 | -1.3
C/C(=N\NC(=O)c1ccc(O)cc1)c1ccc(C(C)(C)C)cc1 | -24 | -0.1 | 7 | -0.8
O=C(Nc1ccc2oc(-c3cc(Br)ccc3Cl)nc2c1)c1cc2ccccc2o1 | -3 | 0.0 | 14 | 0.5
O=c1oc(/C=C/c2ccccc2)nc2ccc(Br)cc12 | 0 | -0.1 | 8 | -2.9
COCCNc1cc(-c2ccc(F)cc2)nc(-c2cccnc2)n1 | 15 | 0.2 | -1 | -2.1
COc1cc(C(=O)NCCC(=O)NC2CCCCCC2)cc(OC)c1OC | 4 | 0.4 | -4 | -0.9
CCOC(=O)C1=C(C)NC2=C(C(=O)CCC2)C1c1cccc(Cl)c1 (stereo not given) | -6 | 0.0 | -1 | 2.5
C/C(=N\Nc1nc(C)cc(C)n1)c1ccc(-n2ccnc2)cc1 | 4 | -0.1 | 14 | -0.5
O=C(Nc1ccc(OC(F)F)cc1)c1ccc(S(=O)(=O)C(F)F)cc1 | 5 | 0.3 | 4 | 0.6
COc1cccc(OC)c1OCCCN1CCOCC1 | -11 | 0.1 | 42 | 0.3
O=C(Nc1ccccc1)C1CC1c1ccccc1 (stereo not given) | 8 | 0.2 | 7 | -0.7
Nc1ccc(Cl)c(-c2nc3cc(Cl)ccc3o2)c1 | -66 | 0.8 | 23 | -1.2
CCOc1ccc2c(c1)C(=C1SC(C(=O)OC)=C(C(=O)OC)S1)C(=S)C(C)(C)N2C(=O)c1cccc(Br)c1 | 10 | 0.0 | 4 | -0.7
CC(C)CNC(=O)C(=O)NC1CCCCC1 | -12 | 0.0 | 14 | 3.7
Cc1ccc(NC(=O)C2C3C=CC4(O3)C2C(=O)N(CCC2=CCCCC2)C4C(=O)NC2CCCC(C)C2C)cc1Cl (stereo not given) | 1 | 0.1 | 18 | -1.5
CC(=O)c1cccc(NS(=O)(=O)CCOc2ccc(F)cc2)c1 | 4 | 0.2 | -1 | -1.4
COc1ccc2oc(C(C)N(O)C(N)=O)cc2c1 (stereo not given) | -18 | -0.1 | 0 | -0.7
O=[N+]([O-])C1=CC=C2C(=NC3(CCCCC3)N2O)C1=NCc1ccccc1 | -11 | -0.2 | 6 | -0.3
Cc1ccc(Nc2nnc(Sc3nnnn3-c3ccccc3)s2)cc1 | 53* | 0.7 | 7 | -0.7

More records follow:
SMILES | TEAD-YAP block | FBW7 activator | MITF inh | GPR151 ag
C=CCOc1ccccc1CN1CCc2nnc(C(C)NC(=O)c3ccco3)n2CC1 (stereo not given) | -5 | 0.1 | -2 | -1.6
C/C(=N\NC(=O)c1ccc(NS(=O)(=O)c2cccs2)cc1)c1cccs1 | -11 | 0.1 | -4 | 0.0
CCOC(=O)C1=C(C)OC(N)=C(C#N)C1c1c(C)cc(C)c([N+](=O)[O-])c1C (stereo not given) | 6 | 0.0 | 19 | -0.7
COc1ccc(N2C(=O)CSC2c2ccc(Cl)cc2Cl)cc1Cl (stereo not given) | -6 | -0.2 | -1 | -0.8
O=C1CC(N2CCSCC2)C(=O)N1c1cccc(Cl)c1 (stereo not given) | 2 | 0.1 | 2 | -0.9
O=C(NCC1CCCN(Cc2cccc3cccnc23)C1)c1ccc2c(c1)OCO2 (stereo not given) | 1 | 0.2 | 5 | -0.7
CC(C)(C)C(=O)NC(N1CCCC1)C(Cl)(Cl)Cl (stereo not given) | 2 | 0.1 | 9 | 0.0
O=C(c1ccc(Br)o1)n1cc(C(F)(F)F)ccc1=O | 2 | 0.8 | 14 | 0.8
COc1ccccc1N1CCN(C(=O)c2ccc(-n3c(=S)[nH]c4ccccc4c3=O)cc2)CC1 | 5 | 0.1 | 7 | -0.7
COc1ccc(C(=O)Nc2nc(C)c(C)s2)c(OC)c1 | 95* | 0.0 | 21 | -8.6
O=C(CN1C(=O)/C(=C\c2cccs2)SC1=S)Nc1ccc2c(c1)OCO2 | -1 | 0.0 | -14 | 2.4
Cc1cccc(NC(=O)CCN2C(=O)C3C4C=CC(CC4)C3C2=O)c1C (stereo not given) | 4 | -0.1 | -6 | 1.3
CC(C)(C)NC(=O)N1CCN(c2ccc(S(C)(=O)=O)cc2)CC1 | 4 | 0.1 | -2 | 1.5
CC(C)c1ccc(NC(=O)c2ccc(NC3CCCC(C)C3C)c([N+](=O)[O-])c2)cc1 (stereo not given) | -3 | -0.1 | 1 | -1.5
CCCCC(=O)Nc1ccc(NC(=O)C(C)C)cc1 | -6 | 0.1 | -24 | -0.5
C(=N\Nc1nn2cnnc2c2ccccc12)/c1ccco1 | 4 | 0.0 | 8 | 3.9
COc1ccc(N(CC(=O)NC2CCCCC2)S(=O)(=O)c2c(C)noc2C)cc1 | -10 | -0.1 | 2 | 2.3
Cc1ccc(OCC(=O)Nc2ccc(Oc3ccc4c(c3)C(=O)NC4=O)cc2)cc1C | 8 | 0.9 | 1 | 0.1
COC(=O)Cn1cc(/C=C(/C#N)C(=O)NCc2ccc(OC)cc2)c2ccccc21 | -2 | 0.0 | -9 | -0.4
CC1(C)CC(=O)C2=C(C1)N(c1c(F)cccc1F)C(N)=C(C#N)C2c1cccc(Cl)c1 (stereo not given) | -1 | 0.1 | 6 | 1.2
